Compound activity: PubChem BioAssay, National Center for Advancing Translational Sciences (NCATS)
D1 agonist: activates the human D1 dopamine receptor | activation, % at 2 µM | 1% of 360,000 active | P21728 | AID 504660 | HEK293 T-REx D1 cells, calcium flux, agonist mode; also: 0% is about no effect
Target sequence (P21728 whole entry, looked up): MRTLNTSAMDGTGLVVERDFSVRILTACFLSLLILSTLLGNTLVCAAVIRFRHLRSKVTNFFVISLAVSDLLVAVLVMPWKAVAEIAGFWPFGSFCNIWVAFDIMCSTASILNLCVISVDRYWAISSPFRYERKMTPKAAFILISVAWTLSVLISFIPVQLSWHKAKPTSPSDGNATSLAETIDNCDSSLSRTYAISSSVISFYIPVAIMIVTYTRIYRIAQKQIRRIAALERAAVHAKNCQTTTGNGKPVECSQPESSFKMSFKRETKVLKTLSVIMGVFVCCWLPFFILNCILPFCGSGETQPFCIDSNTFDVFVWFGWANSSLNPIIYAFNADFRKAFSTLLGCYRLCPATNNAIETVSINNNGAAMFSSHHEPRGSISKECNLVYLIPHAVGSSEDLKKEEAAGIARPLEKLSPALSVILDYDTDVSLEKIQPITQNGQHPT
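Agonism was scored from calcium flux recorded over 180 s (1 read/s) after pintool compound addition, following a 10-cycle baseline. Cells were inducible force-coupled HEK293 TREx D1, plated overnight at 30 C and loaded with no-wash calcium dye.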
D2 ag: D2 dopamine receptor (human) agonism | P14416 | HEK293 T-REx D2 cells, calcium flux agonist mode | activation, % at 2 µM | 0.53% of 340,000 active | AID 485358;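 active = activation over 3 SD above normal in the single-dose calcium agonist read, cut at about 30% in these data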; also: 0% is about no effect
Target sequence (P14416 whole entry, looked up): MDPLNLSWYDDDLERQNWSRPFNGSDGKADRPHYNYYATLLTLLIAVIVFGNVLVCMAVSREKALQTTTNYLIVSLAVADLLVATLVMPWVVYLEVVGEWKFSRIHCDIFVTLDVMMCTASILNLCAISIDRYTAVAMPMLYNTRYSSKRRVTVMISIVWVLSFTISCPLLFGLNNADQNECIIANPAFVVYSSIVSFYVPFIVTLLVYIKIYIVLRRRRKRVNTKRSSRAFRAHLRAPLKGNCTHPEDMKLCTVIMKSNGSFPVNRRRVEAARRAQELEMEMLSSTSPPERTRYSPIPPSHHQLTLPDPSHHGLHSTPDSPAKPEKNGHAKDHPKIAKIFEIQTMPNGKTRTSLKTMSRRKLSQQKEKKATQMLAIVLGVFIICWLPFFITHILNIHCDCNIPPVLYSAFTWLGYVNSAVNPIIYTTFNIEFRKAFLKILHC
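Tetracycline-induced HEK293 T-REx cells with force-coupled D2 receptor, plated overnight at 30 C, loaded with no-wash calcium dye. After a 10 s baseline, compound was pin-added and calcium flux read kinetically for 180 s; calcium rises flagged agonists.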
D2 antagonist: antagonizes the human D2 dopamine receptor; inhibition, % at 10 µM; HEK293 TREx D2 cells, calcium flux, dopamine EC80; P14416; AID 485344; 2% of 340,000 active; in the data active = inhibition above about 30%; also: 0% is about no effect
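Overnight-induced (tetracycline, 30 C) HEK293 T-REx cells carrying force-coupled D2 receive a no-wash calcium dye, then compound, then EC80 dopamine at 180 s; signals are read kinetically throughout.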
D1 PAM: human D1 dopamine receptor positive modulation; potentiation, % at 10 µM; HEK293 TREx D1 cells, calcium flux, dopamine EC20 potentiation; 0.036% of 360,000 active; in the data active = potentiation above about 30%; also: 0% is about no effect
D1 antagonist: blocks dopamine activation of the human D1 receptor; 3.2% of 360,000 active; activity change, negative = inhibition, % at 10 µM; P21728; HEK293 TREx D1 cells, calcium flux, dopamine EC80; active compounds read low; in the data active = activity change below about -30%; also: % is scaled to controls: 0 for no effect and ±100 for the full control effect
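Tetracycline-induced HEK293 Trex D1 cells, force-coupled to calcium, dye-loaded; compounds added and read 180 s, then EC80 dopamine added and calcium flux tracked kinetically another 180 s.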
D2 potentiator: D2 dopamine receptor (human) potentiation | HEK293 T-REx D2, calcium flux, EC20 dopamine potentiation | potentiation, % at 10 µM | 0.34% of 340,000 active | AID 485347;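 active = potentiation over 3 SD above the plate norm, cut at about 30% in these data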; also: 0% is about no effect
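Potentiation of an EC20 dopamine calcium response measured kinetically over 180 s, after a preceding 180 s compound-only read flagging agonists. Cells: inducible Hek293 Trex D2 line, 4000/well, cultured overnight at 30 C before dye loading.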
TRHR enhancer: allosteric enhancers of human TRH receptor; enhancement, % at 2 µM; TRHR cells, fluo-8 calcium fluorescence, EC20 TRH enhancement; P34981; 0.66% of 360,000 active; in the data active = enhancement above about 30%; also: 0% is about no effect
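Enhancer read-out: after compound pinning and an initial kinetic agonist-mode read, an EC20 of TRH (10 nM final) was injected and fluo-8 calcium signal (Ex 480/Em 530) followed at 1 s/cycle for 100 cycles in TRHR-expressing cells.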
TRHR ag: TRH receptor (human) agonism; P34981; TRHR cells, calcium flux fluo-8, FDSS agonist mode; activation, % at 2 µM; 0.18% of 360,000 active; AID 493084; also: 0% is about no effect
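In this calcium-flux screen, cells bearing human TRHR are dye-loaded with fluo-8, baselined for 10 cycles, then exposed to library compounds; positive kinetic calcium responses during the agonist phase mark hits, with TRH as control.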
RXFP1 antag: antagonists of human relaxin receptor RXFP1 | HEK293-RXFP1, relaxin-stimulated cAMP HTRF, 30 min; active compounds read low | 0.59% of 350,000 active | AID 1259400 | activity change, negative = inhibition, % at 57.5 µM | Q9HBX9;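 active = activity change of -60% or lower, but not beyond a set lower limit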; also: % is scaled to controls: 0 for no effect and ±100 for the full control effect
Starred values were filed as active, the others as inactive; . = not tested or not shown. Rule as the data show it, unless noted: active = activation above about 30%; inactive = the rest.

structure | D1 agonist | D2 ag | D2 antagonist | D1 PAM | D1 antagonist | D2 potentiator | TRHR enhancer | TRHR ag | RXFP1 antag
CCOC(=O)c1[nH]c2ccccc2c1NC(=O)c1ccc(OC)c(OC)c1 | 3 | . | . | 1 | -1 | 10 | 11 | -0.4 | -20
COc1ccc(-c2cc(C(=O)N3CCCCC3C)no2)cc1OC (stereo not drawn) | -2 | 0.0 | . | 2 | 1 | 13 | 1 | 0.1 | 9
C=CCN1C(=O)CSC1=Nc1ccc(O)cc1 | 2 | -0.7 | 13 | -12 | -4 | 11 | -3 | -0.9 | 5
O=C1CSC(c2ccccn2)N1c1ccccc1 (stereo not drawn) | 1 | 0.5 | -10 | 4 | 5 | -5 | -3 | 0.5 | -17
N#C/C(=C\c1cccc([N+](=O)[O-])c1)c1ccccn1 | 1 | 0.4 | -2 | 3 | -13 | 7 | -2 | 0.9 | -15
C[C@@H]1[C@H]2[C@@H](O[C@@H]3O[C@H](CO)[C@@H](O)[C@H](O)[C@H]3O)OC=C(C(=O)O)[C@H]2C[C@@H]1O | 14 | -0.1 | -12 | 1 | 1 | 6 | 0 | -0.6 | 4
CNC(=O)c1cnc2sc(N3CCC(C)CC3)nn2c1=O | 1 | 0.4 | . | -2 | -17 | 2 | 29 | 0.4 | 0
Cc1ccc2cccc(NC(=O)c3ccc(-c4ccc(Cl)cc4Cl)o3)c2n1 | -1 | -0.7 | . | -4 | 0 | -2 | 1 | 0.6 | -3
Cc1nnc(SCC(=O)Nc2sccc2C(N)=O)n1Cc1ccccc1 | 2 | 0.1 | 10 | -5 | 14 | 1 | -1 | 0.6 | -7
FC(F)(F)C1=CC(c2ccc(Br)cc2)=NCCN1 | 4 | -0.3 | 4 | -4 | 2 | 3 | -1 | -0.2 | 2
O=C(OCN1C(=O)c2ccccc2C1=O)c1cccc(S(=O)(=O)N2CCOCC2)c1 | 0 | . | . | -8 | -3 | . | 25 | 0.2 | 8
Cc1ccc(-c2nc(CNC(=O)c3ccco3)cs2)cc1 | 17 | 0.6 | -9 | -11 | -8 | -3 | -3 | -1.6 | 5
Cc1ccccc1NC(=O)CCC(=O)OCC(=O)c1ccc(-c2ccccc2)cc1 | 2 | -0.8 | -9 | -7 | 15 | 6 | -2 | -0.1 | -4
CC/C(=N\Nc1nncc2ccccc12)c1ccc(F)cc1 | 2 | -1.4 | 14 | 1 | 3 | 3 | 1 | -0.9 | -15
COc1ccccc1NC(=O)c1ccc(NC(=O)COC(=O)CCC2CCCC2)cc1 | 7 | -0.4 | -3 | 0 | -5 | 13 | 3 | -0.4 | -4
CCOC(=O)C1(CCOc2ccccc2)CCN(Cc2cc(OC)ccc2OC)CC1 | 10 | -0.6 | 1 | 4 | -7 | -9 | 6 | 0.0 | -29
CN(C)CCn1c(SCc2ccccc2C#N)nc2c(sc3ccccc32)c1=O | 0 | 5.3 | 5 | -4 | 8 | -2 | -4 | -0.1 | 1
O=C(NN1C(=O)C2C3C=CC(C3)C2C1=O)c1ccccc1 (stereo not drawn) | 1 | 0.4 | 14 | -1 | 4 | 4 | -2 | 0.4 | -1
CCC1=NN(C(=O)c2ccc(Br)cc2)C(O)(c2ccccc2)C1 (stereo not drawn) | 0 | 2.7 | -2 | 0 | 3 | 13 | 5 | 0.6 | -31
Cc1ccc(-c2n[nH]c(=S)n2Cc2ccccc2)cc1 | -1 | 1.3 | -9 | -4 | 12 | 1 | 0 | -0.8 | -26
CCOc1ccc(CCNC(=O)c2cc3sc(Cl)cc3n2C)cc1OCC | 3 | -1.4 | -7 | -7 | -17 | -1 | -1 | -0.2 | 7
Cc1ccnc(NC(=O)CCN2C(=O)c3ccccc3S2(=O)=O)n1 | 7 | . | . | -3 | -4 | . | 0 | -0.5 | -7
COc1ccccc1NC(=O)C(C)N1C(=O)c2ccccc2C1=O (stereo not drawn) | 3 | 0.5 | 9 | 4 | 1 | 1 | -6 | -0.1 | -5
S=C(NC1CCCCC1)N(CCc1ccccc1)CCc1ccccc1 | 12 | 2.8 | -3 | -4 | 13 | 0 | 10 | 1.7 | 11
C/C=C(/C)C(=O)Nc1cccc(C2=NOC3(C2)C[C@@H](C(N)=O)N(C(=O)CC)C3)c1 (stereo partly drawn) | 1 | -0.2 | 43* | -9 | -7 | -20 | -12 | 0.4 | .

Two compounds from above, limited to D1 antagonist:
mol | D1 antagonist
N#C/C(=C\c1cccc([N+](=O)[O-])c1)c1ccccn1 | -13
O=C1CSC(c2ccccn2)N1c1ccccc1 (stereo not drawn) | 5

Other structures.
structure | D1 agonist | D2 ag | D2 antagonist | D1 PAM | D1 antagonist | D2 potentiator | TRHR enhancer | TRHR ag | RXFP1 antag
COc1ccc2[nH]c(=O)c(CN(Cc3ccco3)Cc3nnnn3Cc3ccccc3)cc2c1 | 0 | 0.4 | -6 | -1 | 6 | 6 | 9 | -1.5 | 0
CCCNc1nc2c(c(=O)n(C)c(=O)n2C)n1CCCc1ccccc1 | 1 | -0.3 | -5 | -10 | 6 | 11 | -9 | 0.7 | .
CCC(C(=O)OCC(=O)N(CCOC)c1c(N)n(Cc2ccccc2)c(=O)[nH]c1=O)c1ccccc1 (stereo not drawn) | 3 | 0.1 | 9 | 1 | 8 | 3 | 19 | 0.2 | 0
COc1cc(-c2nc(C(=O)NC3CCN(Cc4ccccc4)CC3)cc3c2[nH]c2ccccc23)cc(OC)c1OC | 2 | -0.4 | 74* | 7 | -3 | -24 | 14 | 0.3 | .
CCOc1ccccc1N(CC(=O)NC1CCCC1)C(=O)CCC(=O)Nc1cc(C)on1 | 4 | 0.1 | -33 | -2 | 2 | 6 | -7 | -0.4 | 4
CC1OC(OC2C(Oc3c(-c4ccc(O)cc4)oc4cc(O)cc(O)c4c3=O)OC(COC3O[C@@H](C)[C@H](O)[C@@H](O)C3O)C(O)C2O)C(O)C(O)C1O (stereo partly drawn) | 1 | 0.9 | 0 | 1 | 6 | -8 | -6 | 0.1 | 12
O=Cc1cn(CC(=O)Nc2ccccc2)c2ccccc12 | 6 | 1.6 | 5 | 17 | -6 | -10 | -1 | 0.4 | 18
C=CCSC1=N/C(=C\c2ccc(C)o2)C(=O)S1 | 2 | -0.9 | -20 | -1 | 3 | -3 | -1 | 0.2 | 0
CC(=O)SCC(=O)N=c1sc2cc(F)ccc2n1C | 0 | 0.6 | -9 | -2 | -4 | -11 | -2 | -0.4 | -4
CCC(=O)OCc1c(C(F)(F)F)nn(C)c1Oc1cccc(C(F)(F)F)c1 | 12 | 1.0 | 3 | -5 | -40* | 22 | -1 | -0.2 | -15
CC(OC(=O)Cc1c[nH]c2ccccc12)C(=O)c1ccccc1 (stereo not drawn) | 1 | 0.1 | -11 | -9 | -16 | 6 | 0 | 0.6 | -5
O=C1C2C3C=CC(CO)(O3)C2C(=O)N1c1ccccc1-c1ccccc1 (stereo not drawn) | 24 | -0.3 | 19 | -3 | -9 | 27 | 6 | -0.6 | -11
Cc1c(NC(=O)CN2CCN(c3ccccc3)CC2)c(=O)n(-c2ccccc2)n1C | 0 | 0.2 | 6 | 1 | 1 | 1 | -2 | 1.1 | 14
Cc1c(O)ccc(C(=O)COc2ccccc2F)c1O | 10 | -0.1 | 4 | -6 | 15 | 0 | -8 | 0.5 | -10
COc1ccc(S(=O)(=O)N(C)CC(=O)NCCc2ccccc2)cc1OC | 0 | 0.2 | 4 | -6 | -12 | -5 | -6 | -0.2 | -7
Cc1cccc(Cn2cnc3c(N)c(C)c(C)cc32)c1 | 3 | 12 | 16 | -1 | 14 | 5 | 1 | -0.2 | -10
COc1ccc(C(=O)NCC(=O)N2CCCCC2)cc1OC | 2 | 0.8 | -6 | -1 | -2 | . | -5 | 0.5 | -2
Cc1ccc(NC(=O)Nc2nnc(Cc3ccc(F)cc3)s2)cc1 | 4 | 0.2 | -8 | -1 | -1 | 15 | 2 | 1.7 | 6
CCCCSc1nnc([C@@H](NC(=O)OC(C)(C)C)C(C)C)o1 | 4 | 0.1 | 3 | -7 | -19 | -4 | -4 | 0.4 | -13
COc1ccc(NC(=O)CCn2cccc2)cc1 | 6 | -0.3 | 4 | -4 | 2 | 5 | -2 | -0.3 | -18
O=C(Nc1cccc2cccnc12)c1ccccc1[N+](=O)[O-] | 1 | -0.8 | . | -2 | -6 | 8 | 0 | -1.7 | .
O=C(C1CC1)N1N=C(c2ccc(F)cc2)CC1(O)C(F)(F)F (stereo not drawn) | -1 | 0.7 | 3 | -3 | -6 | 1 | 9 | -0.6 | -31
Nc1nc2n(n1)C(c1ccccc1Cl)CC(c1ccc(F)cc1)N2 (stereo not drawn) | 1 | 1.2 | -1 | 1 | 10 | 7 | 1 | 1.0 | -12
NC(=O)C1CCCN(C(=S)Nc2ccccc2)C1 (stereo not drawn) | 0 | 0.7 | 5 | -9 | 9 | -4 | 1 | 0.6 | -2
C[C@H](NC(=O)OC(C)(C)C)c1nnc(SCc2ccc(Cl)cc2Cl)o1 | 9 | 0.1 | . | -3 | -2 | -4 | -11 | -0.2 | .
CCN(CC)c1ccc(NC(=O)c2cccc(C)c2)cc1S(=O)(=O)Nc1ccccc1OC | 7 | 0.9 | 1 | -4 | -4 | -4 | -4 | 1.1 | 6
Cc1cc2c(cc1S(=O)(=O)NCC(C)c1ccccc1)n(C)c(=O)c(=O)n2C (stereo not drawn) | 2 | -0.5 | 13 | 0 | 7 | 6 | 1 | 0.0 | -37

Ordered by value in TRHR enhancer (falling): 7 from the list above.
Structure	D1 agonist	D2 antagonist	D1 PAM	D1 antagonist	D2 potentiator	TRHR enhancer	TRHR ag	RXFP1 antag
O=C(C1CC1)N1N=C(c2ccc(F)cc2)CC1(O)C(F)(F)F (stereo not drawn)	-1	3	-3	-6	1	9	-0.6	-31
Cc1ccc(NC(=O)Nc2nnc(Cc3ccc(F)cc3)s2)cc1	4	-8	-1	-1	15	2	1.7	6
C=CCSC1=N/C(=C\c2ccc(C)o2)C(=O)S1	2	-20	-1	3	-3	-1	0.2	0
CCCCSc1nnc([C@@H](NC(=O)OC(C)(C)C)C(C)C)o1	4	3	-7	-19	-4	-4	0.4	-13
CCOc1ccccc1N(CC(=O)NC1CCCC1)C(=O)CCC(=O)Nc1cc(C)on1	4	-33	-2	2	6	-7	-0.4	4
Cc1c(O)ccc(C(=O)COc2ccccc2F)c1O	10	4	-6	15	0	-8	0.5	-10
C[C@H](NC(=O)OC(C)(C)C)c1nnc(SCc2ccc(Cl)cc2Cl)o1	9	.	-3	-2	-4	-11	-0.2	.

Full records, quoted from the list:
N#C/C(=C\c1cccc([N+](=O)[O-])c1)c1ccccn1 is listed as D1 agonist: 1; D2 ag: 0.4; D2 antagonist: -2; D1 PAM: 3; D1 antagonist: -13; D2 potentiator: 7; TRHR enhancer: -2; TRHR ag: 0.9; RXFP1 antag: -15
CCC(=O)OCc1c(C(F)(F)F)nn(C)c1Oc1cccc(C(F)(F)F)c1 is listed as D1 agonist: 12; D2 ag: 1.0; D2 antagonist: 3; D1 PAM: -5; D1 antagonist: -40*; D2 potentiator: 22; TRHR enhancer: -1; TRHR ag: -0.2; RXFP1 antag: -15
